# STK33 inh: inhibitors of purified STK33 kinase, primary screen, biochemical, ADP-Glo luminescence, homogeneous, cell-free | MBP phosphorylation | inhibition, % at 10 µM | Serine/threonine-protein kinase 33 (Homo sapiens), Q9BYT3 | actives 0.073% (n = 320,000);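 active = inhibition at or above 25%, using the most active replicate where run in duplicate; inactive = inhibition below 25%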
# Target sequence (Q9BYT3 whole entry, looked up): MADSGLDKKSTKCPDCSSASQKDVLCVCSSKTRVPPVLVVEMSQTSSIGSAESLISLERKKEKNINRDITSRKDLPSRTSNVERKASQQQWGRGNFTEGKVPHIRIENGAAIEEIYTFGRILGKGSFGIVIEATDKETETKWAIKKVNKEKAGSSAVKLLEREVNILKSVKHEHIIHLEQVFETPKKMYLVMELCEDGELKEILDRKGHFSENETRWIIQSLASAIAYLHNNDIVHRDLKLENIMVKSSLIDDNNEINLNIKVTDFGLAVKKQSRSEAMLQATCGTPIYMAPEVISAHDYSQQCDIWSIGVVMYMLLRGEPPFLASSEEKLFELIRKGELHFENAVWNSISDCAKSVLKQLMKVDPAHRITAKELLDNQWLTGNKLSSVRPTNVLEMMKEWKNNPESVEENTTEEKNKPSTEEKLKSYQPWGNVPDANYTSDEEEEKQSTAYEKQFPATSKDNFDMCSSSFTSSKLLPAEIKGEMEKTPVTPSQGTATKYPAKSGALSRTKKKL
# KCNQ2 block: KCNQ2 potassium channel inhibitors, primary screen, cell-based, CHO-K1, FluxOR thallium flux, B-score (AID 2156). actives 1.1% (n = 310,000). B-score at 10 µM. 20 min; hits give low values;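 active = fluorescence ratio B-score at most minus 3 library SDs, with starting brightness B-score within 2 library SDs, cut at about -5.5 in these data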
# Kir21 block: inhibitors of mouse Kir2.1 inward-rectifier potassium channel | AID 1672, 2009 | HEK293-Kir2.1, FluxOR thallium flux fluorescence; hits give low values | actives 0.85% (n = 310,000) | B-score at 10 µM;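 active = fluorescence ratio B-score at or below minus 3 SD of library scores, with starting-brightness B-score within 2 SD, cut at about -4.2 in these data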;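 note: channel flux triggered by added potassium and thallium sulfate stimulus; B-score of peak minus minimum fluorescence over baseline after thallium stimulus; more negative B-score means stronger Kir2.1 block with less thallium influx; some compounds called inactive have numbers as strong as hits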
# Target sequence (P35561 whole entry, looked up): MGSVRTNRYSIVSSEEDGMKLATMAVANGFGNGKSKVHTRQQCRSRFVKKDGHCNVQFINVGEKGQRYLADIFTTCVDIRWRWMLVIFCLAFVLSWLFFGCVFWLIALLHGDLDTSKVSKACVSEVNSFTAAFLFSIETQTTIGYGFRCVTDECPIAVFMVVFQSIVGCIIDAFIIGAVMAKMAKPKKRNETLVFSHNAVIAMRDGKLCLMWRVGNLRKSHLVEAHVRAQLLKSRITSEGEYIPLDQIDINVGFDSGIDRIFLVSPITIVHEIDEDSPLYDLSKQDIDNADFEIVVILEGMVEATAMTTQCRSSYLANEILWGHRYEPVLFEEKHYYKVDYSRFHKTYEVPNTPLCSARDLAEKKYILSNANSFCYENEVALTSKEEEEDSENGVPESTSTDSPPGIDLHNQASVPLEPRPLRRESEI
# * marks the source's active call; other numbers are inactive results; i = inactive; · = no result given.
SMILES,STK33 inh,KCNQ2 block,Kir21 block
COc1ccc(Cc2nnc(SCC(=O)NC3CCCCC3)n2C)cc1,1.7,i,-0.66
Cc1ccc(CCNC(=O)c2cccc(NC3=NC4CS(=O)(=O)CC4S3)c2)cc1 (configuration not stated),0.3,i,-0.67
CCc1nnc(NC(=O)C2CCN(C(=O)c3ccco3)CC2)s1,0.5,i,-0.85
CCc1cccc(N(C)C(N)=Nc2cccc3ccccc23)c1,-0.1,i,-2.5
COc1ccccc1OCCNC(=O)CN(c1cccc(C)c1)S(=O)(=O)c1ccccc1,-0.5,i,-1.4
O=C(O)c1cccn1Cc1ccccc1F,-0.6,i,-0.85
COCc1cc(C)n(CC(=O)Nc2c(C)cccc2C)c(=O)c1C#N,0.8,i,-0.05
COc1ccc(CCN2CC(C(=O)NCCc3ccccn3)CCC2=O)cc1 (configuration not stated),-1.1,i,-0.01
CN(C)C(=O)c1ccc(NC(=O)CN2C(=O)NC3(CCCc4ccccc43)C2=O)cc1 (configuration not stated),-2.0,i,-0.08
C#CCOc1c(Cl)cc(/C=N/NC(N)=S)cc1OCC,0.5,i,-1.5
COc1ccc(OC)c(C(=O)N/N=C/c2ccccn2)c1,-0.5,i,0.41
CCOC(=O)[C@@H]1[C@H]2COc3cc(OC)ccc3[C@@H]2N2C(=O)N(c3ccc(C(F)(F)F)cc3)C(=O)[C@@]12C,-1.3,i,-0.54
CC(C)(C)c1nnc(NC(=O)c2cccnc2Cl)s1,-1.2,i,1.6
C[C@H](CCC(=O)NCC(=O)O)[C@H]1CC[C@H]2C3[C@H](O)C[C@@H]4C[C@H](O)CC[C@]4(C)[C@H]3C[C@H](O)[C@]12C (some centres not stated),-1.3,i,-1
CCOC(=O)Nc1sc(NS(=O)(=O)c2ccc(C)cc2)nc1C,-3.4,i,-0.15
COC(=O)c1ccc(NC(=O)CSc2nnc(C3CC3)n2C)cc1,1.4,i,0.98
CCOc1ccc(N2C(=O)CC(NCCc3ccc(S(N)(=O)=O)cc3)C2=O)cc1 (configuration not stated),-1.4,i,-0.04
CCNC(=O)/C(=C/c1ccco1)NC(=O)/C=C/c1ccccc1,8.4,i,0.02
CC(CCc1ccccc1)NC(=O)C1CCCN(C(=O)c2cc3sccc3n2C)C1 (configuration not stated),-3.0,i,0.35
COc1ccc(/C(C)=N/NC(=O)CNC(=O)c2cccnc2)cc1,-0.5,i,0.06
O=C(COc1ccc2c(c1)CCC2)Nc1ccccn1,·,i,-0.25
Cc1ccccc1NC(NC(=O)c1cccs1)C(Cl)(Cl)Cl (configuration not stated),-0.7,i,-1.7
Cc1ccc(S(=O)(=O)c2c(N)n(CCCN(C)C)c3nc4ccccc4nc23)cc1,-15,i,-0.94
COc1cc(C(=O)Nc2nc3ccc(C)cc3s2)ccc1OCc1c(C)noc1C,0.8,i,-1.4
CC(C)(C)NC(=O)NC(=O)CN1CCN(S(=O)(=O)/C=C/c2ccccc2)CC1,0.0,i,-0.77

# Next compounds follow.
SMILES,STK33 inh,KCNQ2 block,Kir21 block
COc1ccc(CNC(=O)CS(=O)(=O)Cc2nc(-c3ccc(OC)cc3)oc2C)cc1,-0.3,i,0.86
CCOC(=O)C1=NNC(C(=O)c2ccccc2)C1c1ccc(Cl)cc1 (configuration not stated),0.2,-8.8*,-0.37
COC(=O)C1CCN(C(=O)C2CCCCC2)CC1,-5.5,i,0.1
CCOC(=O)c1ccc(NC2c3ccccc3C(=O)N2c2cccnc2)cc1 (configuration not stated),-0.7,i,-2.1
Cc1c(NC(=S)Nc2cccc(Cl)c2)c(=O)n(-c2ccccc2)n1C,0.1,i,1.5
Cc1cc(C)nc(SCCC(=O)Nc2ccccc2Cl)n1,-0.4,i,-0.06
CC(=O)c1c(C)[nH]c(C(=O)OCC(=O)N(C)c2c(N)n(Cc3ccccc3)c(=O)[nH]c2=O)c1C,-1.4,i,1.7
COc1cccc(NC(=O)c2ccccc2Oc2ccccc2)c1,-0.6,i,-0.09
Nc1cc(=O)[nH]c2nnc(SCC(=O)Nc3cccc4ccccc34)n12,0.4,i,-1.5
COC(=O)c1ccccc1NC(=O)c1cc2ccccc2o1,-1.3,i,-1.1
CCCCCCn1c(=O)c(F)cn(Cc2ccc(OC)c([N+](=O)[O-])c2)c1=O,-0.5,i,-0.66
Cc1cccc(C(=O)Nc2ccccc2C(=O)NCc2cccnc2)c1,6.7,i,-0.13
CCO[C@H]1OC(C(=O)N2CCN(C)CC2)=C[C@@H](c2ccc(Br)cc2)[C@@H]1CCCO,-0.1,i,-0.02
COc1ccc(C(=O)N2CCC(C(=O)Nc3cccc(C)c3)CC2)cc1OC,0.3,i,0.05
COc1ccc(Cl)cc1NC(=O)NCCN1CCNC1=O,-0.7,i,-0.95
CN(C)CCCNC(=O)CC(c1ccc(F)cc1)c1ccco1 (configuration not stated),0.0,i,1.3
CC(C)C(=O)Nc1cc2c3c(c1)CCC(=O)N3CCC2,-2.3,i,-0.47
O=C(NCc1ccccc1)C(c1ccc(F)cc1)N(C(=O)c1csnn1)C1CCCC1 (configuration not stated),-0.1,i,0.4
COc1cc(NC(=S)N2CCCC2)cc(OC)c1,-0.4,i,3
Cn1c(=O)c2c(nc(Oc3ccccc3Cl)n2C)n(C)c1=O,0.1,i,0.47
CC(=O)NCC(=O)N1CCCC(C(=O)c2ccc(Oc3ccccc3)cc2)C1 (configuration not stated),-1.9,i,1.1
COc1ccc(S(=O)(=O)N2CCC(O)(c3cccnc3)CC2)cc1OC,0.2,i,-0.44
COC(=O)Cc1cc(=O)oc2cc(OC)ccc12,0.5,i,0.35
O=C(c1cc(Br)ccc1Cl)N1CCN(c2ncccn2)CC1,-0.1,i,-2.8
O=C(O)COc1ccc(-c2nc(-c3ccccc3)c(-c3ccccc3)[nH]2)cc1,1.0,i,2

# Going on with the list.
SMILES,STK33 inh,KCNQ2 block,Kir21 block
COc1ccccc1C(=O)C1CCCN(C(=O)c2ccc(C(C)=O)s2)C1 (configuration not stated),-0.7,i,-0.73
Cc1cc(=O)[nH]c(SCC(=O)N2CCCC(C)C2)n1 (configuration not stated),-1.0,i,4.2
CCOc1ccc(S(=O)(=O)Nc2cccc(C(=O)N3CCN(c4cccc(OC)c4)CC3)c2)cc1,-0.5,i,0.17
CC(=O)Nc1ccc(Nc2cc(C)nc3c(-c4ccc(Cl)cc4)c(C)nn23)cc1,1.1,i,-1.6
Cc1cccc(-c2noc(CSc3ccccc3)n2)c1,-2.6,i,0.11
COCCc1nc2ccc(C(=O)N3CCCCC3COC)cc2o1 (configuration not stated),-1.3,i,-1.2
CCOc1ccc(-n2cc(C(=O)N3CCN(C)CC3)c3cc(OC)c(OC)cc3c2=O)cc1,-0.6,i,0.36
COc1ccc(C(=O)CNc2cccc(F)c2)cc1,5.9,i,-0.43
O=C(CCC(=O)N(CC(=O)NC1CCCCC1)c1ccc(F)cc1)Nc1ccccn1,-0.6,i,-0.04
CN1CCN(NC(=O)c2cc(-c3ccccn3)nc3ccccc23)CC1,1.5,i,0.65
Cc1ccc(NC(=O)c2cccnc2)cc1S(=O)(=O)N1CCOCC1,-0.2,i,2.3
O=C(NCCN1C(=O)CCC1=O)c1ccncc1,0.6,i,0
COc1ccc(C(=O)NCC(=O)N2CCCCC2)cc1OC,-0.4,i,2.2
CCN1CCN(c2ncnc3c2sc(=S)n3-c2ccccc2)CC1,-0.8,i,0.75
O=C1CN(O)C=C2N=c3ccccc3=C2N1c1ccc([N+](=O)[O-])cc1,-0.2,i,1.7
COC(=O)C(NC(=O)c1ccc(Cl)cc1)(Nc1nc(C)cs1)C(F)(F)F (configuration not stated),-0.9,i,0.45
CCOC(=O)CSc1nnc(-c2ccoc2C)n1-c1ccc(C)cc1,-2.2,i,0.02
COc1ccc(NS(=O)(=O)c2c(C)[nH]c(=O)[nH]c2=O)c(OC)c1,-0.8,i,-0.4
Cc1ccc(NC=C(S(=O)(=O)c2ccccc2)S(=O)(=O)c2ccccc2)c(C)c1,-1.7,i,1.9
COc1ccc2nc(Cl)c(C3CC(c4ccco4)=NN3C(=O)CCCC(=O)O)cc2c1 (configuration not stated),-1.8,i,0.63
O=c1[nH]c(C(F)(F)F)nc2ccc3ccccc3c12,-1.4,i,1.1
CC(=O)Nc1ccc(S(=O)(=O)Nc2nc3ccccc3nc2Nc2ccc(S(N)(=O)=O)cc2)cc1,-0.9,i,0.3
Cc1cc(C)c(S(=O)(=O)N/N=C/c2ccc([N+](=O)[O-])o2)c(C)c1,3.3,i,0.06
Cc1ccc(S(=O)(=O)n2c(C)nc3ccccc32)cc1,-1.7,-7.3*,-1.4
Cc1cc(C)c(NS(=O)(=O)c2ccc(Cl)c(C(=O)O)c2)c(C)c1,-0.8,i,0

# A different layout for some results above.
Structure | STK33 inh | KCNQ2 block | Kir21 block
O=C(CCC(=O)N(CC(=O)NC1CCCCC1)c1ccc(F)cc1)Nc1ccccn1 | -0.6 | i | -0.04
CN1CCN(NC(=O)c2cc(-c3ccccn3)nc3ccccc23)CC1 | 1.5 | i | 0.65
Cc1ccc(NC(=O)c2cccnc2)cc1S(=O)(=O)N1CCOCC1 | -0.2 | i | 2.3
O=C(NCCN1C(=O)CCC1=O)c1ccncc1 | 0.6 | i | 0
COc1ccc(C(=O)NCC(=O)N2CCCCC2)cc1OC | -0.4 | i | 2.2
CCN1CCN(c2ncnc3c2sc(=S)n3-c2ccccc2)CC1 | -0.8 | i | 0.75
O=C1CN(O)C=C2N=c3ccccc3=C2N1c1ccc([N+](=O)[O-])cc1 | -0.2 | i | 1.7
COC(=O)C(NC(=O)c1ccc(Cl)cc1)(Nc1nc(C)cs1)C(F)(F)F (configuration not stated) | -0.9 | i | 0.45
CCOC(=O)CSc1nnc(-c2ccoc2C)n1-c1ccc(C)cc1 | -2.2 | i | 0.02
COc1ccc(NS(=O)(=O)c2c(C)[nH]c(=O)[nH]c2=O)c(OC)c1 | -0.8 | i | -0.4
Cc1ccc(NC=C(S(=O)(=O)c2ccccc2)S(=O)(=O)c2ccccc2)c(C)c1 | -1.7 | i | 1.9
COc1ccc2nc(Cl)c(C3CC(c4ccco4)=NN3C(=O)CCCC(=O)O)cc2c1 (configuration not stated) | -1.8 | i | 0.63
O=c1[nH]c(C(F)(F)F)nc2ccc3ccccc3c12 | -1.4 | i | 1.1
CC(=O)Nc1ccc(S(=O)(=O)Nc2nc3ccccc3nc2Nc2ccc(S(N)(=O)=O)cc2)cc1 | -0.9 | i | 0.3

# Additional results.
SMILES,STK33 inh,KCNQ2 block,Kir21 block
COc1ccccc1C1=NOC(C(=O)N2CCN(C(=O)c3ccco3)CC2)C1 (configuration not stated),-0.8,i,0.39
COc1ccc(-c2nn(-c3ccccc3)cc2C(=O)N(C)C)cc1,-2.4,i,0.59
N#Cc1c(N)nc(SCC(=O)NC2CCCCC2)c(C#N)c1-c1ccc(Cl)cc1,0.0,i,0.67
CCc1ccc(OCC(=O)NCCOc2ccccc2)cc1,-1.5,i,1.7
Cn1c2ccccc2c2nnc(SCc3ccc4nonc4c3)nc21,-1.0,i,-0.06
O=C(C1CC(=O)N(C2CCCC2)C1)N1CCN(c2ccc(F)cc2)CC1 (configuration not stated),·,i,-0.59
O=C(O)CC(CC(=O)NCC(O)c1ccccc1)c1ccccc1 (configuration not stated),1.1,i,0.61
Cc1ccc(-c2cc(C(F)(F)F)n3ncc(C(=O)NCc4ccco4)c3n2)cc1,-0.8,i,0.68
COc1ccc(NS(=O)(=O)c2ccc3oc(Nc4ccc5c(c4)OCCO5)nc3c2)cc1,-0.6,i,0.52
Cc1cc(C(=O)COC(=O)c2ccccc2Br)c(C)n1CC1CCCO1 (configuration not stated),-0.5,i,-0.11
Cc1ccc2nc(Cn3cc(C(F)(F)F)cc(Cl)c3=O)cc(=O)n2c1,0.3,i,0.98
CC(C)(C)NC(=O)NC(=O)CSc1nnc(-c2ccccc2F)n1N,0.5,i,-1.6
COc1ccc2[nH]c3c(=O)n(Cc4ccc(C(=O)NCC5CCCO5)cc4)c(=S)[nH]c3c2c1 (configuration not stated),·,i,0.16
Cc1cccc(N/N=C/c2ccccc2O)c1,-0.5,i,-1.3
CC12CC(c3ccccc3O1)N(C(=O)c1ccco1)C(=S)N2c1ccccc1 (configuration not stated),-3.2,i,1.4
CN(CC(=O)NCC(c1ccco1)N1CCCCC1)S(=O)(=O)c1ccc(Cl)cc1 (configuration not stated),-0.5,i,-3.4
COc1ccc(-c2cc(C(=O)N3CCCC3)c3ccccc3n2)cc1,-0.7,i,-1.2
CCCNC(=O)c1cnc(-c2ccccc2)nc1-c1ccccc1,-1.4,i,0.09
CCOc1ccc(CCNC(=O)C2CCN(c3nnc(-n4cccc4)s3)CC2)cc1OCC,-0.1,i,0.71
O=C(c1cc(S(=O)(=O)N2CCOCC2)ccc1Cl)N1CCC(Cc2ccccc2)CC1,0.0,i,1.1
COc1ccc(S(=O)(=O)N2CCOC2CNC(=O)C(=O)NCc2ccccn2)cc1 (configuration not stated),0.6,i,3.1
N#CCCN1C(=O)C2(OCCO2)c2ccccc21,-2.2,i,-1.6
CC1CCN(CC(=O)Nc2nccs2)CC1,-3.5,i,-0.75
O=C(NC1CCCCCCC1)C1CCCN(S(=O)(=O)c2cnc[nH]2)C1 (configuration not stated),-1.3,i,0.56
CC(C)C(=O)N1CCN(c2ccccc2NC(=O)c2ccco2)CC1,1.9,i,0.47
Fc1cccc(Cl)c1-c1nnc2ccc3ccccc3n12,-0.7,i,-2.1
Cc1[nH]c2ccccc2c1C(c1ccncc1)N1CCCCC1 (configuration not stated),-1.6,i,0.26
Cc1cc(C)nc(SCC(=O)N/N=C/c2cc(C)n(-c3ccccc3C)c2C)n1,-0.8,i,-0.09
Fc1cc(Br)ccc1COc1ccc(-c2nnco2)cc1,0.7,i,0.89

# Assay outcomes from PubChem.
